From PubChem
AMA1 RON2 block – disrupts binding of P. falciparum AMA1 to RON2; Potency, µM (top dose mostly 58.2 µM), without a hit: at the highest dose activity change, negative = inhibition, hits mostly inhibitors; AlphaScreen AMA1-biotinylated RON2 peptide binding; actives 0.2% (n = 360,000); AID 720542; active = well fitted inhibition curve with a large enough effect; inconclusive = small, poorly fitted or top-dose-only effect; inactive = no such curve, though single readings can be large or run the other way;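 note: potency is the fitted concentration of half-maximal effect; 0% = vehicle wells and -100% = peptide control; nearly all actives have a fitted effect of over 45% in size; some results filed as inactive show a strong effect at the top dose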
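AMA1 (3D7) with his tag at 25 nM final met compounds first, then biotinylated RON2 peptide at 25 nM; detection used donor plus acceptor beads, 10 µg/mL apiece, read by AlphaScreen after 30 min at room temperature.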
HCMV inh – inhibitors of human cytomegalovirus. activity change, negative = inhibition, % at 57.5 µM. actives 4.5% (n = 410,000). HFF cells, HCMV-luciferase reporter, 72 h; active compounds read low. AID 1259415; in the data active = activity change below about -60%; inconclusive = no clear call, values can overlap the other calls; inactive = above about -39%
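Two compound doses tested in HFFs infected with HCMV-luciferase, MOI 1 PFU/cell, 72 h at 37C. Lysate luminescence read with OneGlo; data normalized against buffer-only and 10uM Salinomycin inhibitor controls.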
An asterisk follows results filed as active; u = inconclusive; [ ] = remark or other dose. Unless noted, % is set by controls: 0 for no effect and ±100 for the full control effect.

structure	AMA1 RON2 block	HCMV inh
NC(CCc1ccccc1)c1csc(Nc2nccc(C(F)(F)F)n2)n1 (stereo unspecified)	82%[activator]	-12
Cn1ccc2c(/C=C/c3ccc(F)cc3)cc3c(c21)C1CCC3C1 (stereo unspecified)	-21%	-67*
Nc1ncnc2c1ncn2[C@@H]1O[C@H](C(=O)Nc2ccc(Oc3ccccc3)nc2)[C@@H](O)[C@H]1O	19%	-10
OC(c1ccc(Cl)c(Cl)c1)c1ncc(-c2ccc(C(F)(F)F)cc2)[nH]1 (stereo unspecified)	7%	-5
O=C1c2ccccc2C(c2nnnn2Cc2ccccc2)N1C1CC1 (stereo unspecified)	6%	-20
S=C(NCCc1ccccc1)N1Cc2ccccc2-n2nncc2C1	13%	-24
CCOC(=O)C1=C[C@@H](C(C)(C)C)N(S(=O)(=O)c2ccc(C)cc2)[C@H]1c1ccc(C)cc1	0%	-76*
COc1ccc(Cc2c(C3CCCCC3)nc3cc(C)c(Br)c(C)n23)c(C)c1	-13%	-1

Other results follow.
structure	AMA1 RON2 block	HCMV inh
CCC[C@H]1CN(Cc2ccccc2)C(=O)[C@@H]1CC(=O)NC	-8%	18
Cc1cccnc1C1=NOC(Cc2ccccc2)C(=O)N1CCOc1ccc(F)cc1 (stereo unspecified)	-1%	-26
O=C(Nc1ccc(F)cc1)C(CCc1ccccc1)N1CCN(C(=O)c2ccco2)CC1 (stereo unspecified)	-12%	-21
O=C(NCc1cccc(C(F)(F)F)c1)c1csc([C@@H]2C[C@H](O)[C@@H](CO)O2)n1	-1%	-24
COc1ccccc1NC(=O)Nc1nc(C(N)Cc2ccc(Cl)cc2)cs1 (stereo unspecified)	82%[activator]	57
COC(=O)c1csc(C2OC(CO)C(O)C2O)n1 (stereo unspecified)	4%	-13
CCCCNC(=O)C1C(c2ccc(C(F)(F)F)cc2)=Nc2ccccc2N1C(=O)C1CCN(C(C)=O)CC1 (stereo unspecified)	0%	4
CCc1nc2c(OCc3ccccc3)cccn2c1N(Cc1ccccc1)C(C)=O	-18%	-19

Another view of part of the listing above:
structure: CCCCNC(=O)C1C(c2ccc(C(F)(F)F)cc2)=Nc2ccccc2N1C(=O)C1CCN(C(C)=O)CC1 (stereo unspecified)
  AMA1 RON2 block: 0% | HCMV inh: 4
structure: Cc1cccnc1C1=NOC(Cc2ccccc2)C(=O)N1CCOc1ccc(F)cc1 (stereo unspecified)
  AMA1 RON2 block: -1% | HCMV inh: -26

Additional structures follow.
structure	AMA1 RON2 block	HCMV inh
COCOCCn1cc(CN2CCS(=O)(=O)N(Cc3ccc(-c4ccc(OC)nc4)cc3)C(C(C)C)C2=O)nn1 (stereo unspecified)	-9%	-9
COc1ccc(NC(=O)C2Cc3c(-c4ccc5c(c4)OCO5)ccnc3O2)cc1 (stereo unspecified)	-24%	u
CN(Cc1ccccc1F)c1cc2c(c3c1ccn3C)C1CCC2O1 (stereo unspecified)	32µM*	-19
CCn1cc(/C=C(\NC(=O)c2ccccc2OC)C(=O)N2CCOCC2)c2ccccc21	-7%	-3
CC(=O)Oc1ccc(N(C(C)=O)S(=O)(=O)c2ccccc2)c2ccccc12	-10%	-17
CC(C)(C)CNC(=O)C1(C)CCN1C(=O)C1(c2ccccc2)CC1 (stereo unspecified)	0%	-7
COc1ccc(CNC(=O)C2CCC(=O)N(C3CCCCCC3)C2)c(OC)c1 (stereo unspecified)	-2%	-8
Cc1cccnc1C(NC(=O)C1CCN(CCCOc2ccccc2)CC1)c1ccc(F)cc1 (stereo unspecified)	15%	41

(next part)
structure	AMA1 RON2 block	HCMV inh
N#Cc1cccc(OC(=O)C2CCN(C(=O)c3ccc(F)cc3)CC2)c1	-5%	32
CCOC(=O)[C@]12Cc3ccccc3[C@H]1N(Cc1ccccc1)C(=O)c1cc(F)c(F)cc12	-14%	u
Cn1c(=O)c2c(-c3ccccc3)n(-c3cc([N+](=O)[O-])ccc3O)cc2n(C)c1=O	22%	3
CC(NCC(=O)Nc1ccccc1C(=O)NC1CC1)c1ccc(Cl)cc1 (stereo unspecified)	0%	-12
CC(=O)N1CCc2cc(NC(=O)C3(C)CCN3Cc3ccccc3Cl)ccc21 (stereo unspecified)	10%	-78*
CCCCCCCCN1C(=O)[C@H](CC(=O)NCc2cccc(C(F)(F)F)c2)C[C@@]2(C(=O)OC)CCCCC=C12	6%	0
NC(=O)c1nnn(Cc2cc(Cl)c(C(=O)c3ccc(Cl)cc3)c(Cl)c2)c1N	-11%	-91*
COC(=O)C[C@H]1C[C@H]2c3cc(NC(=O)Nc4ccc(C(F)(F)F)cc4)ccc3O[C@H]2[C@@H](CO)O1	0%	-17

Structures from the list above that contain a Cl atom (5):
structure	AMA1 RON2 block	HCMV inh
OC(c1ccc(Cl)c(Cl)c1)c1ncc(-c2ccc(C(F)(F)F)cc2)[nH]1 (stereo unspecified)	7%	-5
COc1ccccc1NC(=O)Nc1nc(C(N)Cc2ccc(Cl)cc2)cs1 (stereo unspecified)	82%[activator]	57
CC(NCC(=O)Nc1ccccc1C(=O)NC1CC1)c1ccc(Cl)cc1 (stereo unspecified)	0%	-12
CC(=O)N1CCc2cc(NC(=O)C3(C)CCN3Cc3ccccc3Cl)ccc21 (stereo unspecified)	10%	-78*
NC(=O)c1nnn(Cc2cc(Cl)c(C(=O)c3ccc(Cl)cc3)c(Cl)c2)c1N	-11%	-91*

Additional records.
structure	AMA1 RON2 block	HCMV inh
CCC(C)CN1C(=O)CN(S(C)(=O)=O)CC1(C)C(=O)Nc1c(C)cccc1C (stereo unspecified)	-6%	65
O=C(NCc1ccco1)c1c(Cl)cccc1Cl	1%	-25
c1cc(-c2ccc(CN3CCOCC3)cc2)n2ccnc2c1	-2%	0
CC1=CC(C)C(=O)N(CCN2CCOCC2)C(C)=C1 (stereo unspecified)	-7%	-23
COC(=O)C[C@H]1C=C[C@@H](NS(=O)(=O)c2ccc(C)cc2)[C@@H](CO)O1	3%	-12
CC1C(=O)N(Cc2cn(Cc3ccco3)nn2)CCS(=O)(=O)N1Cc1ccc(-c2ccncc2)cc1 (stereo unspecified)	-2%	5
CCOc1ccc(S(=O)(=O)N2CCCCC2)cc1NC(=O)Cc1cc(OC)c(OC)c(OC)c1	7%	-88*
CCCCCCCCN1C(=O)[C@H](CC(=O)N2CCN(C(=O)c3ccco3)CC2)C[C@@]2(C(=O)OC)CC(C)(C)CC=C12	0%	37

Following part
structure	AMA1 RON2 block	HCMV inh
O=C(NC1CCCCC1)C(c1ccccc1F)n1c(=O)c(-c2ccco2)nc2ccccc21 (stereo unspecified)	3%	67
CC1=C(C(=O)N2CCCCCC2)CC(CC(=O)NCCN2CCOCC2)C(=O)N1CCCN1CCCC1=O (stereo unspecified)	-11%	-2
Cc1ccc(-c2cnc(C(O)c3cc(C)cc(C)c3)[nH]2)cc1 (stereo unspecified)	-4%	-34
CC(=O)Nc1ccc(-c2ccnc3c2CC(C)(C(=O)NCc2ccncc2)O3)cc1 (stereo unspecified)	11%	17
C[C@H](CO)N1C[C@H](C)[C@H](CN(C)C(=O)Nc2ccc(-c3cccs3)cc2)OCc2cnnn2CCCC1=O	2%	-61*
O=C1CSC(=S)N1N=Cc1cccc(OCc2ccccc2)c1	62%[activator]	-8
COc1cccc(C(c2nnnn2C2CCCC2)N2CCC3(CC2)C(=O)NCN3c2ccccc2)c1OC (stereo unspecified)	-20%	-15
Cc1cccc(NC(=O)c2cc([N+](=O)[O-])ccc2N2CCOCC2)c1C	27%	-13

Remaining list, next part.
structure	AMA1 RON2 block	HCMV inh
CCOC(=O)N(C)C[C@H]1OCc2cnnn2CCCC(=O)N([C@@H](C)CO)C[C@@H]1C	-3%	30
COc1ccc(C(NC(=O)C2CCN(CCOc3ccc(Cl)cc3Cl)CC2)c2ccccn2)cc1 (stereo unspecified)	-17%	11
C[C@H]1CN([C@@H](C)CO)S(=O)(=O)c2ccc(Br)cc2O[C@H]1CN(C)C(=O)CCN1CCCCC1	2%	6
O=C(C[C@H]1C[C@@H]2c3cc(NS(=O)(=O)c4ccccc4)ccc3O[C@@H]2[C@H](CO)O1)N1CCOCC1	1%	18
CCc1c(-c2ccc(Br)cc2)ncn1Cc1cccc(-c2ccccc2)c1	u	-38
O=C1NC[C@@H](CCCCN2C[C@H](Cc3ccc(O)cc3)N(CCc3ccc(O)cc3)C(=O)C2=O)N(CC2CCCCC2)C1=O	-10%	-2
CCCCNC(=O)c1nc(-c2cccc(C(F)(F)F)c2)oc1-c1ccc(OC(F)(F)F)cc1	-4%	6
O=C1NC[C@@H](CCCCN2CCN(Cc3ccccc3)C(=O)C2=O)N(CC2CCCCC2)C1=O	-1%	-3

More results
structure	AMA1 RON2 block	HCMV inh
Cc1ccc(S(=O)(=O)N[C@H]2CCC[C@@H]2O)cc1	-6%	57
COc1cccc(-c2cc3nc(NCCN4CCCC4)n(C)c(=O)c3s2)c1	2%	17
Cc1cccc(S(=O)(=O)NC(=O)C2(C)CCN2C(=O)Cc2ccc(-c3ccccc3)cc2)c1 (stereo unspecified)	-2%	-15
Cc1ccc2nc(COC(=O)c3cccnc3Cl)cc(=O)n2c1	0%	-3
CC(C)CC1C(=O)N(Cc2cn(CC3CCCCC3)nn2)CCS(=O)(=O)N1Cc1ccc(-c2ccncc2)cc1 (stereo unspecified)	-5%	-5
CCN(CC)C(=O)c1cccc(-c2csc(C(O)c3ccccc3)n2)c1 (stereo unspecified)	-4%	u
NC(=O)c1ccsc1NC(=O)COC(=O)Cc1ccccc1[N+](=O)[O-]	19%	-8
CC1(C(=O)NS(=O)(=O)c2cccc(F)c2)CCN1C(=O)CC1CCCC1 (stereo unspecified)	-2%	48

Next section.
structure	AMA1 RON2 block	HCMV inh
COc1ccccc1C(=O)NCCN1CCCC1	0%	3
CC(C)CCN1C(=O)CSCC1(C)C(=O)NCc1ccccc1 (stereo unspecified)	-8%	85
Cn1cncc1C#Cc1ccc(N2C(c3ccsc3)=Cc3ccc(F)cc3C2c2c[nH]c3ccccc23)cc1 (stereo unspecified)	31%[activator]	-4
Cc1ccccc1C#CC1=CC(=O)CC(C)(C)C1	-12%	-9
C[C@H]1CN([C@@H](C)CO)C(=O)CCCn2nncc2CO[C@H]1CN(C)S(=O)(=O)c1ccc(-n2cccn2)cc1	-2%	6
Cc1noc(C)c1NC(=O)N1C[C@H](O)COC[C@H]2O[C@@H](CC(=O)NCC3CCCCC3)CC[C@@H]21	-9%	-1
CCOc1ccc(CCN2C(=S)N([C@@H](Cc3ccc(O)cc3)CN3CCC[C@@H]3CN3C(=S)NC[C@@H]3CC(C)C)C[C@@H]2CC(C)C)cc1	11%	-35
Cc1ccc(Cc2c(-c3ccco3)nc3ccc(Br)cn23)cc1	-21%	118

(list continues)
structure	AMA1 RON2 block	HCMV inh
CC(=O)C1=CCC(c2cccs2)N(S(=O)(=O)c2ccc(C)cc2)C1 (stereo unspecified)	-2%	-21
COC(=O)C1=CN(c2ccc(C(C)(C)C)cc2)C(N)=C(C#N)C1c1cccc([N+](=O)[O-])c1 (stereo unspecified)	-7%	144
CCN(Cc1ccccc1)N=Nc1ccccc1	25%	-14
CCCCn1nnnc1C(c1ccccc1)N1CCN(C(=O)C2CCCO2)CC1 (stereo unspecified)	-1%	12
O=S(=O)(c1cccc2ccccc12)N1CCC2CC1c1cc(-c3ccc4c(c3)OCO4)ccc12 (stereo unspecified)	-1%	20
COCCCNC(=S)N1CCN(c2nc(-c3ccc(Cl)cc3)cs2)CC1	-5%	-92*
CCCCCCn1cc(CN2CC(N3CCN(CCN(C)C)CC3)CS2(=O)=O)nn1 (stereo unspecified)	4%	u
NC(c1ccccc1)c1csc(NC(=O)Nc2ccc(OC(F)(F)F)cc2)n1 (stereo unspecified)	111%[activator]	-19

Continuation.
structure	AMA1 RON2 block	HCMV inh
COc1cc(OC)cc(OC2(C)CCN(Cc3ccc(OC(C)C)cc3)C2)c1 (stereo unspecified)	-23%	12
CCOc1cccc(Cc2c[nH]c(=O)[nH]c2=O)c1	67%[activator]	-12
COc1ccc([C@H]2C[C@@H](n3cc(C4CC4)nn3)[C@H](O)CN2Cc2cccs2)cc1	5%	10
CCCCCCCCN1C(=O)[C@H](CC(=O)NCc2ccc(OC)c(OC)c2)C[C@@]2(C(=O)OCC)CCC=C12	-21%	-4
CC1(C(=O)NS(=O)(=O)C2CC2)CCCN(C(=O)CSc2ccccc2)C1 (stereo unspecified)	-5%	-23
CN(C(=O)CN1CCN(c2cc(-c3ccc(OCc4ccccc4)cc3)ncn2)CC1)c1ccccc1	-22%	-71*
CC(=O)NCCNc1nc2cc(-c3cscc3C)sc2c(=O)n1C	-12%	16
COC(=O)C1CCN(S(=O)(=O)CCNC(=O)c2ccccc2)CC1	2%	8

Further records follow.
structure	AMA1 RON2 block	HCMV inh
O=C(Nc1ccc(OCc2ccccc2)cc1)Nc1nnc([C@H]2C[C@H](O)[C@@H](CO)O2)s1	-6%	50
COc1ccc(NC(=O)COC(=O)c2ccc(S(=O)(=O)N3CCCCC3)cc2)c(OC)c1	-3%	-1
Cn1c(N)c(C(=O)COC(=O)C2Cc3ccccc3CN2S(C)(=O)=O)c(=O)n(C)c1=O (stereo unspecified)	-14%	15
Cc1ccc(S(=O)(=O)N2Cc3ccccc3CC2C(=O)N(C)C)cc1 (stereo unspecified)	-7%	23
COc1cccc(CNc2nc(NCc3ccccc3)nc3ccsc23)c1	-24%	-102*
CC(=O)c1ccc(OC2(C)CCN(Cc3ccccc3OC(F)F)C2)cc1 (stereo unspecified)	0%	19
CCNC(=O)C1CCCN(C(=O)c2cccc3ccccc23)CC1 (stereo unspecified)	-1%	6

This is a subset (hit frequency here may not be typical).
